Jurkat NFkB inh = lowers PMA/ionomycin-induced NF-kB signal in Jurkat cells | PMA/ionomycin-induced NF-kB luciferase reporter, luminescence | 330,000 tested, 0.53% active | AID 435003 | inhibition, % at 4 µM; in the data active means inhibition above about 50%
Gli-Sufu block = Gli-Sufu pathway antagonism | inhibition, % at 5 µM | Sufu-KO-LIGHT fibroblasts, Gli luciferase reporter luminescence | 340,000 tested, 0.74% active | AID 588413;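 active means inhibition above about 55%, limit read from the data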;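 further: 0% = DMSO-treated cells and 100% = wells with medium but no cells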
697 NFkB inh = lowers PMA/ionomycin-induced NF-kB signal in 697 B cells; 697 B-cell NF-kB luciferase reporter, 16 h; inhibition, % at 4 µM; 330,000 tested, 0.33% active; AID 435022; in the data active means inhibition above about 35%
UPR CHOP act = activators of apoptotic arm of unfolded protein response (CHOP); 330,000 tested, 0.34% active; activation, % at 10 µM; CHO-CHOP luciferase reporter, UPR activation, luminescence; percent of tunicamycin response over DMSO baseline;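 active means at 10 µM dose, activation of 40% or more, normalized to positive control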;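 further: 100% = tunicamycin at 10 µg/mL and 0% = DMSO alone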
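System: CHO-CHOP luciferase reporter cell line; amount: 500 cells/well; buffer or medium: F12 medium containing 10% fetal bovine serum; incubation: 6 h compound exposure at 37 °C after overnight seeding; measured by: luciferase luminescence after 10 min with Steady-Glo reagent; evaluation: % reporter activation, DMSO baseline versus tunicamycin full activation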
EBI2 block = EBI2 (human) antagonism; P32249; EBI2 beta-arrestin recruitment, luminescence, 7a,25-OHC stimulated; inhibition, % at 5 µM; 360,000 tested, 0.81% active; in the data active means inhibition above about 38%;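 further: enzyme fragment complementation signal reports receptor beta-arrestin coupling in cells; 0% = agonist plus DMSO wells and 100% = wells without agonist; some results beyond the cut were filed as inactive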
Target sequence (P32249 whole entry, looked up, the tested form may be a part): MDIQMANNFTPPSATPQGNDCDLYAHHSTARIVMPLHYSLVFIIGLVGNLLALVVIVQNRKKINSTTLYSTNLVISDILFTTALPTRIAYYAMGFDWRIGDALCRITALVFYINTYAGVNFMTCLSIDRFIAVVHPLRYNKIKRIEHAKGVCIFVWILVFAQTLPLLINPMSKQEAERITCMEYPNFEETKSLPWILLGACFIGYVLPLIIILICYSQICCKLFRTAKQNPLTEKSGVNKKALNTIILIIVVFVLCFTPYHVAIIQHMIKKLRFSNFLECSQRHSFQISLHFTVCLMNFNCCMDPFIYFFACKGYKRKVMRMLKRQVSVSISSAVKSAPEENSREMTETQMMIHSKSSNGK
XBP1 UPR activ = activators of adaptive arm of unfolded protein response (XBP1); 330,000 tested, 0.33% active; CHO-XBP1 luciferase reporter, IRE1-XBP1 UPR activation, luminescence; percent of tunicamycin response, DMSO as zero; AID 463104; activation, % at 20 µM;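 active means versus positive control, 20 µM dose yields 30% or more activation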;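 further: 100% = tunicamycin at 10 µg/mL and 0% = DMSO only wells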
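Material: CHO-XBP1 cells stably carrying IRE1-XBP1-driven luciferase reporter | Medium: F12 with 10% serum | Compound dosing: 20 µM single concentration, DMSO 1% | Incubation: Overnight seeding at 37 °C, 6 h compound treatment at 37 °C | Detection: Steady-Glo luminescence read | Read-out basis: % activation of reporter signal versus tunicamycin and DMSO controls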
Mdm2-MdmX inh = human Mdm2/MdmX binding inhibition; O15151+Q00987; SaOS-2 split-luciferase Mdm2/MdmX complementation, luminescence; inhibition, % at 8 µM; 330,000 tested, 3% active;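 active means inhibition of at least 50% at 8 µM in the primary screen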
CCR6 antagonist = antagonists of human CCR6 receptor. P51684. CHO-K1 CCR6 PathHunter beta-arrestin, luminescence, CCL20-stimulated. inhibition, % at 20 µM. 340,000 tested, 0.49% active;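 active means compounds whose inhibition of the agonist-driven luminescence signal at 20 µM reaches about 50%, limit read from the data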;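 further: cells stimulated with CCL20 at 14 nM final; plate controls were DMSO with CCL20 for no effect and DMSO without agonist for full effect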
CXCR6 block = inhibitors of human CXCR6 receptor; CHO-K1 PathHunter CXCR6 beta-arrestin, luminescence; inhibition, % at 20 µM; 360,000 tested, 0.36% active; AID 602244; in the data active means inhibition above about 34%, passing the limit was not always enough;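 further: antagonist mode with CXCL16 agonist at 10 nM final; 0% = 10 nM CXCL16 with DMSO and 100% = unstimulated wells without agonist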
Target sequence (O00574 whole entry, looked up): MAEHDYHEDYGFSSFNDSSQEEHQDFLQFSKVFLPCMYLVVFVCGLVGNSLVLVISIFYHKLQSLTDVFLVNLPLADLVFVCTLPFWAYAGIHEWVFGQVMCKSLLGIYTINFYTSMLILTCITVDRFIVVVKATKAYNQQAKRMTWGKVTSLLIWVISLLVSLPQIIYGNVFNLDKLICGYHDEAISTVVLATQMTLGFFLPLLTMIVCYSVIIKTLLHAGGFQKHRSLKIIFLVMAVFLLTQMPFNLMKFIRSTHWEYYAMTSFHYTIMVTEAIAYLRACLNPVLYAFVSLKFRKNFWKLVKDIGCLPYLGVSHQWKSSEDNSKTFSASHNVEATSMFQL
An asterisk follows results filed as active; . = no result given.

SMILES	Jurkat NFkB inh	Gli-Sufu block	697 NFkB inh	UPR CHOP act	EBI2 block	XBP1 UPR activ	Mdm2-MdmX inh	CCR6 antagonist	CXCR6 block
Cc1ccc(C(=O)NCC(=O)OCCOc2cccc(Cl)c2)cc1	11	-4	18	2.9	-8	0	5	12	-8
O=C(N/N=C/c1c(Cl)cccc1Cl)c1ccccc1F	-20	-19	-39	2.4	-20	3	-9	0	-8
O=C(CSc1nccc(=O)[nH]1)Nc1cccc(S(=O)(=O)N2CCOCC2)c1	-3	-3	8	3.1	2	1	-19	-7	-11
C/C(=N\Nc1ccc(Cl)c(C(=O)O)c1)c1cc2ccccc2o1	-6	1	-41	-0.8	-7	2	-12	-9	0
Cc1ccc(S(=O)(=O)NCC(=O)OC(C)C(=O)NC(=O)NC2CCCCC2)cc1C (configuration not stated)	0	-1	-1	-1.2	-4	-2	-18	-6	-9
COc1ccccc1C(=O)Nc1nnc(-c2ccco2)s1	-122	-67	-172	2.5	-1	-2	-94	10	3
CCN(C(=O)COC(=O)CCOc1cccc(C)c1)c1c(N)n(Cc2ccccc2)c(=O)[nH]c1=O	5	-15	14	0.8	-4	-3	-16	0	1
Cc1cc(N2CCCc3ccccc32)n2ncnc2n1	8	4	15	0.7	-3	0	1	2	-3
Cc1cccc(C)c1OCC(=O)OC/C(O)=C(\C#N)c1nc2ccccc2[nH]1	11	-3	-7	0.5	-13	-4	-16	21	5
O=c1ccc(Cl)cn1Cc1ccccc1F	17	-1	9	1.2	-8	3	-1	-5	1
Cn1c(=O)[nH]c(=O)c2c1nc(N1CCCCCC1)n2CCN1CCCCCC1	-11	10	-13	-0.7	5	0	-10	3	3
CN1CCN(c2ccc(S(=O)(=O)N3CCOCC3)cc2NC(=O)CCc2ccccc2)CC1	6	9	13	-0.7	-1	-2	9	11	-2

Arranged by length of the SMILES (falling): 6 of the compounds above.
SMILES	Jurkat NFkB inh	Gli-Sufu block	697 NFkB inh	UPR CHOP act	EBI2 block	XBP1 UPR activ	Mdm2-MdmX inh	CCR6 antagonist	CXCR6 block
CCN(C(=O)COC(=O)CCOc1cccc(C)c1)c1c(N)n(Cc2ccccc2)c(=O)[nH]c1=O	5	-15	14	0.8	-4	-3	-16	0	1
Cc1cccc(C)c1OCC(=O)OC/C(O)=C(\C#N)c1nc2ccccc2[nH]1	11	-3	-7	0.5	-13	-4	-16	21	5
C/C(=N\Nc1ccc(Cl)c(C(=O)O)c1)c1cc2ccccc2o1	-6	1	-41	-0.8	-7	2	-12	-9	0
Cc1ccc(C(=O)NCC(=O)OCCOc2cccc(Cl)c2)cc1	11	-4	18	2.9	-8	0	5	12	-8
O=C(N/N=C/c1c(Cl)cccc1Cl)c1ccccc1F	-20	-19	-39	2.4	-20	3	-9	0	-8
O=c1ccc(Cl)cn1Cc1ccccc1F	17	-1	9	1.2	-8	3	-1	-5	1

(list continues)
SMILES	Jurkat NFkB inh	Gli-Sufu block	697 NFkB inh	UPR CHOP act	EBI2 block	XBP1 UPR activ	Mdm2-MdmX inh	CCR6 antagonist	CXCR6 block
COc1ccc(N2CCN(C(=O)CCCOc3cc(=O)n(C)c4ccccc34)CC2)cc1	5	10	27	-1.9	12	-2	27	25	22
O=C1C=C(c2ccccc2Oc2ccccc2)C[C@@H](c2ccc3c(c2)OCO3)C1	-4	5	-17	0.5	36	0	7	21	15
CC(=O)c1sc(NC(=O)CCCOc2ccccc2C)nc1C	-6	-1	5	2.0	-6	0	16	8	6
CN(C)/C=N/S(=O)(=O)c1ccc(Cl)c(Cl)c1	1	4	7	0.6	-7	-1	7	2	5
COc1ccc(Nc2ccnc3ccccc23)cc1	11	-6	4	-0.5	8	-1	65*	-6	-8
O=c1[nH]c(CSc2ncc(C(F)(F)F)cc2Cl)nc2cc(C(F)(F)F)ccc12	13	13	14	0.5	2	2	9	16	-6
C#CCOCCOCCOCCNc1nc(N2CCN(C(=O)C([C@@H](C)CC)n3cc(C(N)CC(C)C)nn3)CC2)nc(N2CCN(C(=O)[C@H](CCC(=O)O)n3cc(C(N)CC(C)C)nn3)CC2)n1 (some centres not stated)	-2	1	9	0.7	-15	1	3	-14	-4
O=C(c1ccc(Cl)cc1)C1CCN(C(=O)c2ccc(F)cc2)CC1	6	14	-24	0.2	49*	-2	12	11	-7
Cc1ccc(S(=O)(=O)NNC2CC(=O)N(c3ccc(Br)cc3)C2=O)cc1 (configuration not stated)	9	-6	1	-1.7	-27	0	-23	11	-1
CNC(=O)c1cc(C(=O)c2ccc(F)cc2C(F)(F)F)c[nH]1	15	3	-10	0.0	-13	-2	13	1	3
Cc1nc(SCc2nc3ccc(Br)cc3[nH]2)c2oc3ccccc3c2n1	-1	11	-3	-0.2	2	3	41	3	12
O=C(COc1ccccc1)Nc1c(C(=O)N2CCC(N3CCCCC3)CC2)oc2ccccc12	-23	31	11	0.1	3	2	16	12	1
Cc1ccc(S(=O)(=O)N2CCN(C(=O)COC(=O)COc3ccccc3C(C)C)CC2)c(C)c1	.	-15	.	.	9	.	.	3	9
O=C(CCCCCn1c(=S)[nH]c2ccccc2c1=O)N1CCOCC1	-1	4	-2	0.3	-7	-2	12	-6	-3
Cc1ccc(N2C(=O)Nc3cc(Cl)c(Cl)cc3N2O)cc1Cl	15	1	-2	0.6	-8	-2	22	3	-2
Cn1c2ccccc2c(=O)c2c(=O)n(-c3ccc(F)cc3)c(C3CCCCC3)nc21	.	13	.	.	-3	.	.	16	-3
Cc1nc2ccc(S(=O)(=O)NCC(=O)N3CCN(c4ccccn4)CC3)cc2s1	17	5	-7	1.6	-7	0	21	-24	-7
Cn1c(NCc2ccccc2)nc2c1c(=O)n(Cc1ccc(Br)cc1)c(=O)n2C	11	7	5	0.6	13	-6	20	-11	-2
CC(=O)c1cc(-c2ccccc2)n(CC(=O)N2CCC(C)CC2)c1C	-2	18	-3	-0.5	-11	-3	39	-10	5
Cc1c(Cl)cccc1NC(=S)NCCCN(C)C	-1	7	17	1.6	-10	-1	7	10	-2
Oc1ccc(Nc2nc(-c3cccnc3)cs2)cc1	5	1	2	15	-3	0	-48	4	-16
CCOc1ccc2[nH]c(C(=O)N/N=C/c3cccc(OC)c3OC)cc2c1	-28	1	-9	-0.1	-9	-5	36	12	1
COc1ccc(C)cc1NC(=O)CNC(c1ccccc1)c1ccccc1	-10	5	-4	2.0	10	-3	-2	19	8
CC(=O)c1cc(CN2CCN(Cc3ccc(C)cc3)C(CCO)C2)cs1 (configuration not stated)	-9	14	-6	2.2	11	4	31	-7	0
C[N+]1(C2CCC3CCC2C3O)CCCC1 (configuration not stated)	7	15	22	-0.8	-14	-1	-17	-5	-3
Nc1nc(CSc2nnnn2-c2ccccc2)nc(N2CCCc3ccccc32)n1	-9	4	-9	-0.2	8	5	-9	8	2
Cc1cc(C)nc(SCc2nnc(SCC(N)=O)n2Cc2ccco2)n1	-3	2	2	-0.4	-18	0	21	3	4
Cc1nc(NCc2ccccn2)c2ccccc2n1	30	19	-15	-1.0	-4	0	19	8	2
COc1ccc(O)c(/C=N/NC(=O)CCC(=O)Nc2cccc(C)c2)c1	16	-2	4	-2.1	9	1	39	13	4
Cc1ccc(S(=O)(=O)n2cnc3ccccc32)cc1	0	8	19	1.1	-12	2	0	-18	-6
Cc1ccc(C(=O)NCCc2nnc3ccc(SCC(=O)N4CCCCC4)nn23)cc1	-3	19	-5	4.4	-9	-2	6	-5	4
O=C(COC(=O)CCC(=O)c1ccc(Cl)cc1)NCC1CCCO1 (configuration not stated)	7	0	13	-1.1	0	-6	9	-2	0
O=C(NC(CO)C(O)c1ccc([N+](=O)[O-])cc1)C(Cl)Cl (configuration not stated)	5	2	-12	-1.6	3	-5	8	-2	4
O=C(Nc1nccs1)c1cc2cc(Cl)ccc2oc1=O	-4	9	17	2.0	8	-2	21	5	-9
CC1CN(S(=O)(=O)c2ccc(Cl)c(C(F)(F)F)c2)CC(C)O1 (configuration not stated)	-3	8	4	-1.4	5	-2	-29	10	5
COc1cc(OC)c(CN2CCCN(C)CC2)cc1Br	-12	-7	-16	4.0	-13	-3	-21	6	3
COCCCn1c2nc3ccccc3nc2c2c(=O)n(-c3ccccc3OC)c(C)nc21	-9	.	5	-0.7	.	1	16	.	.
O=C(COC(=O)c1ccc2ccccc2n1)Nc1cccc(S(=O)(=O)NC2=NCCCCC2)c1	-11	0	6	1.2	-18	-2	3	-21	-16
NC(=O)c1ccc(N2CCN(S(=O)(=O)c3cccs3)CC2)c([N+](=O)[O-])c1	-17	56*	-8	4.9	-19	8	36	10	3
CC1Oc2ccccc2N(Cc2ccc(F)cc2)C1=O (configuration not stated)	-3	1	3	1.6	5	0	14	6	6

3 entries from above, ordered by their value in Mdm2-MdmX inh, largest number first.
mol | Mdm2-MdmX inh
COCCCn1c2nc3ccccc3nc2c2c(=O)n(-c3ccccc3OC)c(C)nc21 | 16
CC1Oc2ccccc2N(Cc2ccc(F)cc2)C1=O (configuration not stated) | 14
O=C(COC(=O)c1ccc2ccccc2n1)Nc1cccc(S(=O)(=O)NC2=NCCCCC2)c1 | 3

Assay outcomes as filed in PubChem.
